PLC-beta3 inh: human PLC-beta3 inhibitors, primary screen, biochemical, fluorescence. inhibition, % at 12.2 µM. 1-phosphatidylinositol 4,5-bisphosphate phosphodiesterase beta-3 (Homo sapiens), Q01970. actives 0.18% (n = 370,000). Purified PLC-beta3, fluorogenic substrate; in the data active means inhibition above about 11%;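 further: 0% = median of compound wells on plate and 100% = full blocker control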
ARFGAP1 inh: inhibitors of rat ARFGAP1 GAP activity, primary screen, biochemical, fluorescence polarization, GDP tracer. AID 651572, 2012. Arfgap1-stimulated ARF1 GTP hydrolysis, GDP FP detection. ADP-ribosylation factor GTPase-activating protein 1 (Rattus norvegicus), Q62848. actives 0.26% (n = 360,000). inhibition, % at 16.5 µM;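 active means inhibition above a per-plate limit, mean inhibition of low control wells plus 3 SD, cut at about 25% in these data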;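 further: 0% = DMSO wells with enzyme and 100% = wells lacking Arfgap1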
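System: truncated rat Arfgap1 GAP domain / Benchmarks: high control wells lacking Arfgap1, low control full reaction with DMSO / Times: compound-enzyme preincubation 20 min, reaction 120 min, detection 60 min, 25 °C / Repeats: one replicate per compound / Also added: human ARF1(Δ1-17)-GTP substrate / Measured by: Tracer-displacement fluorescence polarization with EDTA stop, 620/688 nm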
ADAM17 inh: ADAM17 inhibitors, primary screen, biochemical, QFRET | Disintegrin and metalloproteinase domain-containing protein 17 (Homo sapiens), P78536 | recombinant ADAM17, EDANS/DABCYL FRET peptide cleavage | inhibition, % at 6.95 µM | actives 0.83% (n = 370,000) | AID 720648, 2013;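 active means inhibition above the mean of compounds lying between control limits plus 3 SD, set per campaign, cut at about 8.5% in these data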;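 further: 0% = DMSO-only wells as the low control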
DDE Tn7 FP inh: inhibitors of Tn7 peptide binding to fibrin DD(E), primary screen, biochemical, fluorescence polarization, human fibrin, Tn7 probe; AID 720508, 2013; FP displacement of FITC-Tn7 peptide from fibrin DD(E); 0% = median of compound wells per plate; inhibition, % at 8.3 µM; Fibrinogen beta chain (Homo sapiens), P02675; actives 0.13% (n = 370,000);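 active means inhibition above the mean of compounds falling within the control limits plus 3 SD of them, cut at about 14% in these data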;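 further: 0% = plate median of compound wells and 100% = 10 µM Aha-Tn7 peptide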
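Assay system: Human fibrin DD(E) protein | Medium: Tris buffer with calcium and detergent, pH 7.8 | Reagent: 0.1 µM fluorescent Tn7 | Compound dosing: Single point at 8.3 µM | Times: 10 min preincubation, 3 h with tracer, room temperature | Detection: Fluorescence polarization of the labelled Tn7 tracer | Controls: Aha-Tn7 high control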
proKLK7 act: proKLK7 zymogen activators, primary screen, biochemical, fluorescence intensity | purified proKLK7, EDANS-DABCYL substrate fluorescence; 100% is mature enzyme control, 0% vehicle | Kallikrein-7 (Homo sapiens), P49862 | activation, % at 7 µM | actives 0.9% (n = 370,000);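 active means activation above the mean of all tested compounds plus 3 SD, computed per campaign excluding outliers beyond control limits, cut at about 13% in these data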
Target sequence (P49862 whole entry, looked up): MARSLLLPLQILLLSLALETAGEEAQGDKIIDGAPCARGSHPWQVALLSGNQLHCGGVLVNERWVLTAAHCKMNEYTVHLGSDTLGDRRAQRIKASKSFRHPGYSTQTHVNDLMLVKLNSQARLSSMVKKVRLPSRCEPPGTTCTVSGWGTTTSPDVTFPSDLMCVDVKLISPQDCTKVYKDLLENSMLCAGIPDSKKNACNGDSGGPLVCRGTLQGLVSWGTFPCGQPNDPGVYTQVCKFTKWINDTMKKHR
DDE Tn6 FP inh: inhibitors of Tn6 peptide binding to fibrin DD(E), primary screen, biochemical, fluorescence polarization, human fibrin, Tn6 probe; Fibrin DD(E) TRITC-Tn6 fluorescence polarization displacement; inhibition, % at 8.3 µM; actives 0.21% (n = 370,000); AID 720509, 2013;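 active means inhibition above a per-campaign cutoff: mean of compounds within control limits plus 3 SD, cut at about 15% in these data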;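 further: 0% = median of all compound wells on the plate and 100% = blocking peptide control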
ASAP1 GAP inh: inhibitors of human ASAP1 ArfGAP activity, primary screen, biochemical, fluorescence polarization; Arf-GAP with SH3 domain, ANK repeat and PH domain-containing protein 1 (Homo sapiens), …; ASAP1-stimulated ARF1 GTP hydrolysis, GDP FP detection; inhibition, % at 16.5 µM; actives 0.19% (n = 360,000); in the data active means inhibition above about 25%;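 further: 0% = vehicle with enzyme and substrate and 100% = no enzyme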
Target sequence (Q9ULH1 325-724 limits assumed): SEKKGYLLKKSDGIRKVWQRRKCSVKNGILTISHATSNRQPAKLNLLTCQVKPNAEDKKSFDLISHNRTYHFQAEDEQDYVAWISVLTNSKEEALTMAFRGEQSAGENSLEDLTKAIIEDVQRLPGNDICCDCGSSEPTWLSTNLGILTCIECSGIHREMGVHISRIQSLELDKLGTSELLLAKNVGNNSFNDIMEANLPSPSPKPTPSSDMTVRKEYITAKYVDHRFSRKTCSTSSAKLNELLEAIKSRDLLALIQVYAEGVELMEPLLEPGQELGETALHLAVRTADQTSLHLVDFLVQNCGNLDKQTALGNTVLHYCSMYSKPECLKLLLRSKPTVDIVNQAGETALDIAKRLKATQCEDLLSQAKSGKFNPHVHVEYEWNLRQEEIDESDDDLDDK
PLC-gamma1 inh: PLC-gamma1 enzyme inhibitors, primary screen, biochemical, fluorescence, purified enzyme. 1-phosphatidylinositol 4,5-bisphosphate phosphodiesterase gamma-1 (Homo sapiens), P19174. fluorogenic substrate. inhibition, % at 12.2 µM. actives 0.84% (n = 370,000). AID 720700, 2013; in the data active means inhibition above about 9.5%
MBD2 DNA inh: inhibitors of MBD2 binding to methylated DNA, primary screen, biochemical, TR-FRET, DNA-binding domain, human; Methyl-CpG-binding domain protein 2 (Homo sapiens), Q9UBB5; MBD2 binding to methylated oligonucleotide; inhibition, % at 4.4 µM; actives 0.31% (n = 370,000); AID 686964, 2013; in the data active means inhibition above about 13%
Target sequence (Q9UBB5 whole entry, looked up, the tested form may be a part): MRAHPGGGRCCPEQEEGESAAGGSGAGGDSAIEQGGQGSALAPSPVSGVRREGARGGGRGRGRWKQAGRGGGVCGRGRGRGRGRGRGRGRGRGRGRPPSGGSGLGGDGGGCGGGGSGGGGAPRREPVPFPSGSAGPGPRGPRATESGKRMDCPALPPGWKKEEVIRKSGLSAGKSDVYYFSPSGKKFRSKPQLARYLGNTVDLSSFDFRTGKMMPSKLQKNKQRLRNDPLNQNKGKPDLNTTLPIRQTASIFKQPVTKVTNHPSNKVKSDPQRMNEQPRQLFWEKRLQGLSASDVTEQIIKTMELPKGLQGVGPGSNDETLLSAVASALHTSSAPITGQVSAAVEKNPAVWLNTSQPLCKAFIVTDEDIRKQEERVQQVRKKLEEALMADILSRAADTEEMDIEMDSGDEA
UHRF1 MBD2 ctr: UHRF1 methylated DNA binding inhibitors, primary screen, counter-screen for MBD2 inhibitor project, biochemical, TR-FRET, human UHRF1, single concentration; E3 ubiquitin-protein ligase UHRF1 (Homo sapiens), Q96T88; UHRF1 binding to methylated oligo; inhibition, % at 4.4 µM; actives 0.75% (n = 370,000); AID 687016, 2013; in the data active means inhibition above about 21%;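 further: UHRF1 SRA domain binding a hemimethylated CpG hairpin DNA probe; 0% = median of test compound wells and 100% = reference inhibitor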
Numbers without * were called inactive.

SMILES | PLC-beta3 inh | ARFGAP1 inh | ADAM17 inh | DDE Tn7 FP inh | proKLK7 act | DDE Tn6 FP inh | ASAP1 GAP inh | PLC-gamma1 inh | MBD2 DNA inh | UHRF1 MBD2 ctr
CCCCCCCCc1nc(=S)[nH][nH]1 | -2 | 4 | 3 | -2 | 0.6 | 7 | -6 | 5 | -3 | 3
CC(=O)c1cccc(NC(=O)CC(C)n2ccnc2)c1 (stereo unspecified) | -1 | -3 | 3 | -5 | -0.6 | -3 | 4 | -1 | -1 | -1
O=C(NNC(=O)c1cccc(S(=O)(=O)N2CCc3ccccc32)c1)c1ccccc1 | -3 | -3 | -1 | -4 | -0.4 | 7 | 4 | -1 | -7 | 0
Cc1c(/C(O)=C2\C(=O)C(=O)N(CCN(C)C)C2c2ccco2)cnn1-c1ccccc1 (stereo unspecified) | -7 | 19 | -3 | 4 | 0.0 | 4 | 17 | -4 | 0 | 1
CCCCc1c(-c2ccccc2OC)ncn1Cc1ccc(C(C)(C)C)cc1 | -2 | -1 | 1 | 0 | 0.2 | 0 | -19 | 0 | -5 | 28*
Cc1cccc(CCNC(=O)CC2C(=O)NCCN2Cc2ccc(F)c(F)c2)n1 (stereo unspecified) | -10 | -16 | -1 | 6 | 0.2 | -7 | 7 | -2 | -6 | -2
Cc1cc(C)n2nc(C(=O)OCC(=O)NNC(=O)c3ccccc3)nc2n1 | -2 | -16 | -3 | 0 | -0.5 | 1 | 4 | -2 | -5 | -1
O=C(Oc1ccc2ccc(OC(=O)N3CCOCC3)cc2c1)N1CCOCC1 | 0 | 11 | -3 | 0 | 0.3 | -2 | 1 | 2 | 6 | 0
CCCCC(=O)NC(c1ccccc1Cl)c1ccc2cccnc2c1O (stereo unspecified) | -15 | -1 | 8 | -10 | 0.0 | 5 | 7 | -6 | -4 | -7
C=CCOn1c(=O)c(-c2ccc(Br)cc2)[n+]([O-])c2ccccc21 | -12 | 0 | -2 | -4 | 0.2 | -6 | 15 | -7 | -2 | 3
CCOC(=O)CCC(=O)Nc1ncnc2c1C(c1ccccc1)c1c(ccc3ccccc13)O2 (stereo unspecified) | 4 | 11 | 3 | 0 | 0.4 | -1 | -1 | 5 | 0 | 3
COc1cc2[nH]c(O)c(C=O)c2cc1OC | -9 | 5 | -3 | -6 | 0.9 | -5 | -1 | -4 | -15 | -16
COc1ccc(N2C(=NC(=O)C3CC3)SC3CS(=O)(=O)CC32)cc1Cl (stereo unspecified) | -6 | 4 | -2 | -7 | 0.0 | -6 | -2 | 1 | 2 | 1
CC(=O)Oc1ccc([N+](=O)[O-])cc1N1C(=O)c2ccccc2C1=O | 12* | -5 | 9.8* | -11 | -1.1 | 4 | 10 | 12* | -19 | -11
COC(=O)c1ccc(C(=O)NC(=S)Nc2nc3c(s2)CC(C)CC3)cc1 (stereo unspecified) | -3 | 11 | -2 | -2 | -0.6 | -2 | 17 | -2 | 3 | 2
CC(=O)c1c(C)[nH]c(C(=O)NCCc2ccccc2)c1C | 2 | -5 | -3 | -1 | 0.0 | -3 | -1 | -1 | 1 | -1
Fc1ccc(Cn2nnnc2CN2CCc3ccccc3C2)cc1 | 0 | 4 | -5 | 1 | -0.5 | 1 | 9 | 0 | -5 | -2
COc1ccc(CCCc2nnc(SCc3nc4ccccc4c(=O)[nH]3)n2C)c(C)c1 | -5 | -7 | -4 | -2 | 0.5 | -8 | 0 | -1 | 0 | -1
Cc1ccc(C(=O)Nc2cccnc2)cc1S(=O)(=O)N1CCCCC1 | 4 | 0 | 0 | -4 | -0.9 | -3 | 5 | 4 | 2 | 1
O=C(O)CCCCCNc1nc(-c2ccccc2)nc2ccccc12 | -10 | -5 | -3 | 9 | 0.0 | 8 | -6 | -2 | 1 | -2
Cc1ccc(CNC(=O)[C@@H](NC(=O)C2CCN(C(=O)[C@@H]3CCCN3)CC2)C(C)C)cc1 | 6 | 12 | 0 | -8 | 0.0 | -3 | 9 | 4 | -6 | 2
O=C(c1ccccc1C(=O)N(c1ccccc1)c1ccccc1)N1CCCCC1 | 1 | -3 | -1 | -1 | 0.1 | -5 | -1 | 1 | 3 | -3
CCC(C)(C)NC(=O)C(c1ccc(C)cc1)N(Cc1ccco1)C(=O)CCC(=O)Nc1nccs1 (stereo unspecified) | 2 | 5 | -2 | -3 | 0.6 | 1 | -3 | -1 | 0 | 0
Cc1[nH]c(=O)[nH]c(=O)c1S(=O)(=O)N(C)Cc1ccccc1 | 5 | 13 | 0 | -1 | 0.2 | -1 | -2 | 2 | -4 | -2
COc1cc(NC(=O)C2CCCN(S(=O)(=O)c3ccc4c(c3)CCCN4C(C)=O)C2)cc(OC)c1 (stereo unspecified) | -3 | 1 | -2 | 0 | 0.2 | 2 | 5 | 3 | -1 | 1

Next part:
SMILES | PLC-beta3 inh | ARFGAP1 inh | ADAM17 inh | DDE Tn7 FP inh | proKLK7 act | DDE Tn6 FP inh | ASAP1 GAP inh | PLC-gamma1 inh | MBD2 DNA inh | UHRF1 MBD2 ctr
O=C(O)CCCC(=O)Nc1nc(-c2ccc(F)cc2)cs1 | -1 | 6 | -5 | 5 | 0.6 | 1 | -2 | 0 | 3 | -1
Cn1c(=O)c(C(=O)NCc2ccc(Cl)cc2)c(O)c2ccccc21 | -1 | -8 | 1 | 7 | 0.9 | 2 | 4 | 5 | 0 | -3
O=C(COC(=O)Cc1ccccc1F)Nc1ccc(F)cc1F | -1 | 5 | -15 | -7 | 0.0 | -19 | -7 | 1 | 4 | 1
O=C(Nc1ccccc1Cl)c1ccc2nsnc2c1 | 0 | 0 | 1 | 2 | 0.1 | 9 | 5 | 0 | -4 | -6
CN1/C(=C\C(=O)COC(=O)c2ccc(O)c(O)c2)C(C)(C)c2ccccc21 | -75 | 7 | -33 | 0 | -4.7 | 4 | 3 | -79 | -5 | 3
O=C(CC1C(=O)NCCN1C(=O)c1ccc(Cl)cc1)Nc1ccc(F)cc1 (stereo unspecified) | -4 | -12 | 1 | -5 | -0.1 | 3 | 2 | 5 | 3 | -2
O=C(Nc1ccccc1)C1CC(=O)N(Cc2ccccc2)C1 (stereo unspecified) | -3 | 5 | -3 | 1 | 0.1 | 0 | -9 | 1 | -4 | 0
CN(CC(=O)Nc1ccc(Cl)c(C(F)(F)F)c1)C(=O)CCNC(=O)c1ccco1 | -4 | 13 | -6 | 5 | -0.3 | -1 | 9 | -5 | 6 | 3
O=[N+]([O-])c1cc(-n2cccc2)ccc1N1CCOCC1 | -4 | -9 | -1 | 8 | -0.1 | 3 | 9 | -1 | -2 | -5
CCC(C)Sc1ccc([C@H]2N[C@@](C)(C(=O)OC)[C@H]3C(=O)N(C)C(=O)[C@@H]23)cc1OC (stereo partly specified) | -1 | 1 | -4 | -11 | -0.4 | 0 | 0 | -4 | 4 | 2
COc1ccc(C(=O)c2ccccc2)cc1 | 2 | 13 | 1 | 4 | 0.2 | 3 | -2 | 4 | -3 | 3
CC(=O)N1CCC(C(=O)Nc2nc(-c3ccccc3)ns2)CC1 | 5 | 2 | -1 | -3 | -0.1 | 8 | -5 | 7 | -6 | -2
COC(=O)CN(c1ccc(C)c(Cl)c1)S(C)(=O)=O | 0 | -3 | 1 | -5 | -0.3 | -2 | -7 | 4 | 2 | 1
CCCC(=O)Nc1nc2ccc3nc(C)sc3c2s1 | 0 | 0 | 1 | 8 | -0.3 | -1 | 5 | 0 | -4 | -1
Cc1cccc(C(=O)Oc2ccccc2C2C[C@]3(C)CC(=O)NC3N2C(=O)c2cccc(C)c2)c1 (stereo partly specified) | 1 | -8 | 4 | -4 | 0.8 | 2 | -2 | 6 | -1 | -1
CCCCC(=O)NC1(C(F)(F)F)NC(=O)N(C)C1=O (stereo unspecified) | -4 | 6 | -2 | -7 | -0.1 | -3 | 18 | 1 | -5 | 1
COC(=O)c1ccc(COc2ccc(/C=N/O)cc2OC)o1 | 2 | 1 | -1 | 4 | 0.1 | -7 | 0 | 2 | 3 | -3

Given with two lines to a compound: part of the list above.
Results follow in this order: PLC-beta3 inh	ARFGAP1 inh	ADAM17 inh	DDE Tn7 FP inh	proKLK7 act	DDE Tn6 FP inh	ASAP1 GAP inh	PLC-gamma1 inh	MBD2 DNA inh	UHRF1 MBD2 ctr
O=C(COC(=O)Cc1ccccc1F)Nc1ccc(F)cc1F
  -1	5	-15	-7	0.0	-19	-7	1	4	1
O=C(Nc1ccccc1Cl)c1ccc2nsnc2c1
  0	0	1	2	0.1	9	5	0	-4	-6
CN1/C(=C\C(=O)COC(=O)c2ccc(O)c(O)c2)C(C)(C)c2ccccc21
  -75	7	-33	0	-4.7	4	3	-79	-5	3
O=C(CC1C(=O)NCCN1C(=O)c1ccc(Cl)cc1)Nc1ccc(F)cc1 (stereo unspecified)
  -4	-12	1	-5	-0.1	3	2	5	3	-2
O=C(Nc1ccccc1)C1CC(=O)N(Cc2ccccc2)C1 (stereo unspecified)
  -3	5	-3	1	0.1	0	-9	1	-4	0
CN(CC(=O)Nc1ccc(Cl)c(C(F)(F)F)c1)C(=O)CCNC(=O)c1ccco1
  -4	13	-6	5	-0.3	-1	9	-5	6	3
O=[N+]([O-])c1cc(-n2cccc2)ccc1N1CCOCC1
  -4	-9	-1	8	-0.1	3	9	-1	-2	-5
CCC(C)Sc1ccc([C@H]2N[C@@](C)(C(=O)OC)[C@H]3C(=O)N(C)C(=O)[C@@H]23)cc1OC (stereo partly specified)
  -1	1	-4	-11	-0.4	0	0	-4	4	2
COc1ccc(C(=O)c2ccccc2)cc1
  2	13	1	4	0.2	3	-2	4	-3	3

Source: PubChem BioAssay (The Scripps Research Institute Molecular Screening Center)

No enrichment for hits, and some 4.1% of all compounds hit somewhere here.
